# PolyA inhibitor: blocks polyadenylation in yeast reporter cells; S. cerevisiae SKY197-pL101 polyadenylation reporter, beta-gal luminescence; efflux-impaired pdr1/pdr3 knockout yeast; score 100 = 6 SD above DMSO; calls only at 12 µM; 0.02% of 300,000 active; AID 1875;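 active = lowest replicate activity score at least 50, where 100 means six control SD above control mean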;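 also: yeast exposed to compound for 9 h at 30 °C; higher score means more reporter readthrough which indicates perturbed polyadenylation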
# MrgX1 allo act: allosterically activates human MrgX1 receptor signaling; MrgX1-HEK293, Fluo-4 calcium flux, FDSS; stronger effect = higher value; AID 588675; 0.63% of 310,000 active; Q96LB2; B-score at 10 µM;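 active = plate-corrected calcium response at least 3 library SD above typical, normal starting fluorescence, not activating the receptor alone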;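 also: compound read alongside a low EC10 to EC30 dose of BAM8-22 agonist; peak minus trough fluorescence over baseline measured at the second addition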
# AI-2 QS modul: modulates the Vibrio harveyi AI-2 quorum sensing system; Vibrio harveyi JMH597 AI-2 luminescence/OD600 ratio, 9 h; stronger effect = lower value; strain lacks LuxN and CqsS sensors; 0 = neutral-control median; activity change, % at 7.5 µM; 0.4% of 300,000 active; AID 2094; in the data active = activity change below about -75%, passing the limit was not always enough;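 also: luminescence divided by OD600 gain over 9 h not by final OD600 alone; inactives centre near 13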
# MrgX1 ag: agonists of human MrgX1 receptor. Q96LB2. MrgX1-HEK293 cells, Fluo-4 calcium fluorescence, agonist mode; stronger effect = higher value. B-score at 10 µM. 0.44% of 310,000 active. AID 588627;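 active = calcium response B-score plate-corrected fluorescence ratio at least 3 library SD, with starting fluorescence B-score inside 5 SD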
#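 Assay system: MrgX1-expressing HEK293 cells / Amount: fifteen thousand cells per well / Doses: test compound in the initial addition of three / Timing: cells plated overnight, dye loaded 0.5 h 37 °C, 0.5 h room temperature / Technique: kinetic calcium dye fluorescence, Fluo-4 NW / Control set: positive and negative controls per plate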
# MrgX1 antagonist: antagonists of human MrgX1 receptor; MRGX1-HEK293 calcium flux, Fluo-4, BAM8-22 antagonism; stronger effect = lower value; B-score at 10 µM; 1.3% of 310,000 active; AID 588676;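 active = calcium-response B-score plate-corrected more than 3 library SD below zero, starting fluorescence within 5 deviations, no agonist response on first addition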;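 also: peak minus trough fluorescence over baseline after final BAM8-22 challenge near maximal dose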
# TRPC4 potent: TRPC4 (mouse) allosteric potentiation; Q9QUQ5; B-score at 10 µM; HEK293 TRPC4beta/mu-opioid, DAMGO EC20, Fluo-4 Ca2+ flux; stronger effect = higher value; 0.42% of 310,000 active;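 active = B-score of calcium response area above 5 SD of library B-scores, with initial fluorescence ratio within 5 SD of library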;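 also: B-score of integrated fluorescence ratio over time as area under calcium response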
# TRPC6 inh: inhibitors of mouse TRPC6 channel; Q61143; HEK293-TRPC6, membrane potential dye, ACh-evoked depolarization; stronger effect = lower value; B-score at 10 µM; 1.1% of 310,000 active; AID 2553;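 active = B-score under library mean minus 3 SD, initial fluorescence not abnormally high, positive integrated signal ratio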;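 also: B-score derived from integrated fluorescence ratio over the kinetic read; more negative B-score means stronger inhibition of depolarization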
# Target sequence (Q61143 whole entry, looked up): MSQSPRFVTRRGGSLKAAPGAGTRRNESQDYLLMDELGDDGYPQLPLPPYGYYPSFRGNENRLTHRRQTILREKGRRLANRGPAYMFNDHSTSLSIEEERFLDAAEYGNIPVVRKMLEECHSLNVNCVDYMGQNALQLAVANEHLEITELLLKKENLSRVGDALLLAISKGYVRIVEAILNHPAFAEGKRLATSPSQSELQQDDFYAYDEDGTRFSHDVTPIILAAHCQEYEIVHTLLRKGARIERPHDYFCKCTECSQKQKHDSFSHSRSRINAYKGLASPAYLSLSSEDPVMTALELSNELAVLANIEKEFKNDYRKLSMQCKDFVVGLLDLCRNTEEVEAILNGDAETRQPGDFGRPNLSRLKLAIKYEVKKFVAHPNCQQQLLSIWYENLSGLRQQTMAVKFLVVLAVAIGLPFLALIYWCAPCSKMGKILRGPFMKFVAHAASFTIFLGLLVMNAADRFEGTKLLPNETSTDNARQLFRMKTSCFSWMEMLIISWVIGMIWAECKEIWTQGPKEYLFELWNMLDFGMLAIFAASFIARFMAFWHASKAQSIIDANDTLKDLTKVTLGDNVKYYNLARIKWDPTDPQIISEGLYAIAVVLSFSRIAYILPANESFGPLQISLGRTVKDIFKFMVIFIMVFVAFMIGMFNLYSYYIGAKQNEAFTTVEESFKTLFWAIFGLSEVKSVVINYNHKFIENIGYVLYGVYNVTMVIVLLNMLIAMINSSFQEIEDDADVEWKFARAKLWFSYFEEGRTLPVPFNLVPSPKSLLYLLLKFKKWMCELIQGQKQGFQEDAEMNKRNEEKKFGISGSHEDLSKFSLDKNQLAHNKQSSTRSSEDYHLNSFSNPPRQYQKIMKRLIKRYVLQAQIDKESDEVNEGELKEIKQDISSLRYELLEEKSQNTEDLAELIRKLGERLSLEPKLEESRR
# HIF activator: HIF pathway transcriptional activation; U2OS HRE-luciferase reporter, luminescence; normalized: DMSO 0%, desferrioxamine 100%; activation, % at 7.5 µM (by protocol); 0.32% of 300,000 active; AID 1910;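 active = mean activation of at least 10% of the iron chelator positive control signal, with at least half of replicates also reaching 10%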
# TRPC4 block: inhibitors of mouse TRPC4 channel. Q9QUQ5. HEK293 TRPC4beta/mu-opioid, DAMGO-evoked Fluo4 calcium flux; stronger effect = lower value. B-score at 10 µM. 0.39% of 300,000 active;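 active = B-score over 3 SD under the library average, no early fluorescence shift, positive overall ratio signal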
#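 Assay system – HEK293 line stably carrying TRPC4beta and mu-opioid receptor · Doses – single dose · Detection – Fluo4 calcium-dye fluorescence, kinetic read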
# TRPC6 activator: activates the mouse TRPC6 cation channel; AID 2550; 0.13% of 310,000 active; HEK293-TRPC6 membrane potential dye fluorescence; stronger effect = higher value; Q61143; B-score at 10 µM;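 active = B-score of the integrated fluorescence ratio above library mean plus 3 SD, and starting fluorescence ratio within library mean plus 5 SD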;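 also: higher score means more depolarization so channel activation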
# TRPC4 act: opens the mouse TRPC4 cation channel. 0.49% of 310,000 active. HEK293 TRPC4beta/mu-opioid, Fluo4 calcium fluorescence; stronger effect = higher value. Q9QUQ5. B-score at 10 µM;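 active = B-score above 5 SD of library B-scores, and initial fluorescence ratio not above library mean plus 5 SD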;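 also: positive B-score marks a calcium rise read as TRPC4 activation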
#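 Assay system: HEK293 stable line with TRPC4beta plus mu-opioid receptor. Times: dye 45 min RT, read 110 s. Measured by: kinetic Fluo4 calcium fluorescence. Measure: B score of integrated ratio. Controls: assay buffer as low control, maximal DAMGO as high control.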
# Numbers without * were called inactive; i = inactive; x = not tested or not shown. These rows are one share of the data; the hit share may differ from the screen's.
SMILES,PolyA inhibitor,MrgX1 allo act,AI-2 QS modul,MrgX1 ag,MrgX1 antagonist,TRPC4 potent,TRPC6 inh,HIF activator,TRPC4 block,TRPC6 activator,TRPC4 act
O=S(=O)(CCN1CCOCC1)c1ccc(Oc2ccc(S(=O)(=O)CCN3CCOCC3)cc2)cc1,i,i,-8,i,i,i,i,-36,i,i,i
CCOC(=O)c1cc(CC)sc1NC(=O)C1CC(=O)NN1Cc1ccccc1 (configuration not stated),i,i,4,i,i,i,i,0.0,i,i,i
Cc1cccc(C(=O)N[C@H](C(=O)Nc2nc3ccccc3[nH]2)C(C)C)c1,i,i,-6,i,i,i,i,1.2,i,i,i
CCOc1ccc(CCNC(=O)CN2CCN(Cc3ccccc3F)C2=O)cc1OCC,i,i,-10,i,i,i,i,-0.6,i,i,i
CC(C)COc1ccc(C(=O)OCCN2CCOCC2)cc1,i,x,13,x,x,i,i,0.8,i,i,i
C[C@@]12C(=O)N(Cc3ccc(-c4ccccc4)cc3)CC(=O)N1[C@H](/C=C/c1ccccc1)[C@@H]1C(=O)N(c3ccccc3)C(=O)[C@@H]12,i,i,7,i,i,i,i,-0.5,i,i,i
C/C(N)=C(/C#N)C(=O)COC(=O)CCS(=O)(=O)c1ccccc1,i,i,10,i,i,i,i,0.6,i,i,i
Cc1ccc(-n2c(C)cc(C(=O)CN3C(=O)C(=O)N(C4CCCC4)C3=O)c2C)cc1,i,i,13,i,i,i,i,0.0,i,i,i
COc1ccc(-c2nc3nc(N)nn3cc2C)cc1F,i,i,0,i,i,i,i,0.1,i,i,i
CCc1ccc(S(=O)(=O)Nc2c(NC3CCCCC3)c3ccccc3oc2=O)cc1,i,i,-10,i,i,i,i,0.0,i,i,i
CCCC(=O)Nc1nnc(S(=O)(=O)N(CC)c2ccccc2)s1,i,i,11,i,i,i,i,-1.1,i,i,i
Cc1cc(Cl)ccc1OCCCC(=O)N1CCCCC1,i,i,24,i,i,i,i,2.3,i,i,i
O=C(CCC(=O)OCCCC(F)(F)C(F)(F)F)NC1CCCCC1,i,i,22,i,i,i,i,-0.2,i,i,i
CC(=O)Nc1c(Nc2ccccc2)c2ccccc2oc1=O,i,i,15,i,i,i,i,0.0,i,i,i
CC(C)c1nc2c([nH]1)c(=O)n(C)c(=O)n2C,i,i,5,i,i,i,i,0.5,i,i,i
O=C(NCc1n[nH]c(=S)n1-c1ccc(Cl)c(Cl)c1)c1ccco1,i,i,17,i,i,i,i,0.1,i,i,i
COC(=O)c1c(-c2ccccc2)csc1NC(=O)c1c(-c2ccccc2)noc1C,i,i,15,i,i,i,i,-2.0,i,i,i
Oc1ccccc1CN1CCCN(Cc2ccccc2O)C1,i,i,11,i,i,i,i,0.9,i,i,i
O=C(NNC(=S)Nc1ccccc1)c1cc(Br)ccc1Cl,i,i,17,i,i,i,i,0.1,i,i,i
COc1cc(/C=N/NC(=O)C2CCN(CC(O)COCc3ccccc3)CC2)cc(OC)c1OC (configuration not stated),i,i,8,i,i,i,i,0.1,i,i,i
Cc1cccc(-c2ncc(CN3CCN(CC(C)C)C(CCO)C3)cn2)c1 (configuration not stated),i,i,11,i,i,i,i,0.5,i,i,i
FC(F)(F)c1cccc(NC(=S)N2CCCC2)c1,i,i,15,i,i,i,i,1.0,i,i,i
COCCn1c(SCc2ccc(F)cc2)nc2ccccc2c1=O,i,i,21,i,i,i,i,-0.8,-6*,i,i
Cc1nc(Nc2ccccc2)sc1C(=O)c1ccccc1,i,i,22,i,i,i,i,3.3,i,i,i
Cc1cccc(N2CCN(C(=O)c3cccc(N4C(=O)C5C6C=CC(C6)C5C4=O)c3)CC2C)c1 (configuration not stated),i,i,17,i,i,i,i,0.1,i,i,i
CCN(Cc1ccccc1OC)CC1CCCN(CCc2cccc(OC)c2)C1 (configuration not stated),i,i,13,i,i,i,i,-0.6,i,i,i
O=C(Nc1cccnc1)c1ccc(COc2ccccc2Br)cc1,i,i,7,i,-7.4*,i,i,2.4,i,i,i
CCCCCCOC(=O)Cc1c(C)nc(-c2ccccc2)[nH]c1=O,i,i,31,i,i,i,i,-0.1,i,i,i
Nc1c(C(=O)N/N=C/c2ccc([N+](=O)[O-])cc2)sc2nnc(-c3ccccc3)c(-c3ccccc3)c12,i,i,21,i,i,i,i,0.0,i,i,i
Cn1c(SCC(=O)NCc2ccc3c(c2)OCO3)nnc1-c1c[nH]c2ccccc12,i,i,14,i,i,i,i,0.2,i,i,i
CSc1ccccc1NC(=S)Nc1cccc(C(F)(F)F)c1,i,i,8,i,i,i,i,2.0,i,i,i
COc1ccc(CCNC(=O)Nc2cc(F)c(F)cc2Cl)cc1OC,i,i,6,i,i,i,i,-0.1,i,i,i
Nc1c(N(Cc2ccccc2)C(=O)COc2cccc(Cl)c2)c(=O)[nH]c(=O)n1Cc1ccccc1,i,i,23,i,i,i,i,-1.6,i,i,i
COc1ccc(CNC(=O)C2CCN(c3nc(OC)nc(OC)n3)CC2)cc1,i,i,-4,i,i,i,i,0.0,i,i,i
CN1C(=O)C2(Nc3ccccc3-c3nc4ccccc4n32)c2ccccc21 (configuration not stated),i,i,-1,i,i,i,i,-0.6,-6*,i,i
CCOC(=O)Cc1c(Sc2ccccc2)c2cc(C)ccc2n1C,i,i,21,i,i,i,i,-0.2,i,i,i
O=C(COC(=O)c1cccs1)NCCCc1ccccc1,i,i,19,i,i,i,i,-0.2,i,i,i
COCCn1c(=O)[nH]c2cc(C(=O)NCCc3ccc(S(N)(=O)=O)cc3)ccc2c1=O,i,i,12,i,i,i,i,0.1,i,i,i
C=CCn1c(SCc2nc3ccccc3c(=O)[nH]2)nc2ccccc2c1=O,i,i,21,i,i,i,i,-0.1,i,i,i
Cc1ccccc1N1C(=O)C2C3C=CC(C2C1=O)N(C)C3=O (configuration not stated),i,i,15,i,i,i,i,-0.3,i,i,i
O=C(CCc1ccccc1)NC(=S)Nc1ccccc1Br,i,i,-19,i,i,i,i,0.8,i,i,i
O=C(CCn1cccc1)Nc1cccc(F)c1,i,i,-54,i,i,i,i,0.1,i,i,i
COCCn1c(-c2ccco2)nc2nc3ccccc3nc21,i,i,38,i,i,i,i,0.3,i,i,i
COc1ccc(OC)c(C(c2nnnn2Cc2ccccc2)N2CCN(C3CCCCC3)CC2)c1 (configuration not stated),i,i,23,i,i,i,-5.7*,0.0,i,i,i
Cc1ccc(NC(=O)c2cc(N3C(=O)C=CC3=O)ccc2Cl)cc1C,i,i,60,i,i,i,i,-0.1,i,i,i
Cc1ccc(-n2c(C)cc(C(=O)OCC(=O)N(C)C3CCS(=O)(=O)C3)c2C)cc1 (configuration not stated),i,i,10,i,i,i,i,1.0,i,i,i
Cc1cc(NC2CCCCC2)nc2ccccc12,i,i,1,i,i,i,i,1.1,i,i,i
O=C(O)c1ccccc1SC1CC(=O)N(c2ccc3c(c2)OCO3)C1=O (configuration not stated),i,i,16,i,i,i,i,0.0,i,i,i
Cc1ccc(N(CC(=O)N/N=C/c2cccs2)S(C)(=O)=O)cc1,i,i,23,i,i,i,i,0.5,i,i,i
COc1ccc(CCC(=O)NNC(=S)NCc2ccc(F)cc2)cc1,i,i,17,i,i,i,i,-1.2,i,i,i
Cc1ccccc1NC(=O)Nc1nnc(CC(=O)NCc2ccccc2)s1,i,i,15,i,i,i,i,0.2,i,i,i
CCc1cc(-c2nnc(SCC(=O)NC3CC3)n2C)cs1,i,i,-12,i,i,i,i,0.8,i,i,i
CCOC(=O)C1(CCc2ccccc2)CCN(Cc2nccn2CC)CC1,i,i,17,i,i,i,i,0.2,i,i,i
CO/N=C(\N)c1nonc1N,i,i,10,i,i,i,i,-0.7,i,i,i
COc1ccccc1NC(=S)Nc1ccc2cn[nH]c2c1,i,i,1,i,i,i,i,3.6,i,i,i
CC[C@H](C)Cc1cn([C@@H](CCCCN)C(=O)NCCCCCCCCCCC(=O)N2CCNCC2)nn1,i,i,-20,i,i,x,x,-5.1,x,x,x
Cc1cc(/C=N/NC(=O)C(=O)NCc2ccccn2)c(C)n1-c1cccc(Br)c1,i,i,34,i,i,i,i,-0.6,i,i,i
O=C1NC2(CCCCCC2)C(=O)N1Cc1ccccc1Br,i,i,15,i,i,i,i,-0.5,i,i,i
CC(C)(C)C(=O)CSc1ncnc2c1cnn2-c1ccccc1,i,i,9,i,i,i,i,3.0,i,i,i
COc1cc(/C=N\Nc2nc(-c3ccc(C)cc3)c(NC(C)=O)s2)ccc1O,i,i,16,i,i,i,i,-0.1,i,i,i

# Brought forward from above: 2 entries; new compounds follow.
SMILES,PolyA inhibitor,MrgX1 allo act,AI-2 QS modul,MrgX1 ag,MrgX1 antagonist,TRPC4 potent,TRPC6 inh,HIF activator,TRPC4 block,TRPC6 activator,TRPC4 act
CC(C)(C)C(=O)CSc1ncnc2c1cnn2-c1ccccc1,i,i,9,i,i,i,i,3.0,i,i,i
COc1cc(/C=N\Nc2nc(-c3ccc(C)cc3)c(NC(C)=O)s2)ccc1O,i,i,16,i,i,i,i,-0.1,i,i,i
COCCn1nnnc1CN(Cc1ccco1)Cc1cc2cc3c(cc2[nH]c1=O)OCO3,i,i,18,i,i,i,i,0.0,i,i,i
COc1cc(C)c(C)cc1S(=O)(=O)NC1CC(C)(C)NC(C)(C)C1,i,i,x,i,i,i,i,-1.5,i,i,i
C[C@H](NC(=O)C1CC(=O)N(c2ccc3c(c2)OCCO3)C1)C(=O)NC1CCCC1 (some centres not stated),i,i,18,i,i,i,i,-0.2,i,i,i
O=C(Nc1cccc(O)c1)c1ccc(Br)c(S(=O)(=O)N2CCCCC2)c1,i,i,21,i,i,i,i,0.8,i,i,i
Cc1cccc(OCCn2c(NC(=O)c3ccco3)nc3ccccc32)c1,i,i,31,i,i,i,i,0.6,i,i,i
Cc1c(C)c2c(C)[nH]nc2oc1=O,i,i,5,i,i,i,i,-0.3,i,i,i
COc1ccc2c(c1)CC/C2=N\OC(=O)c1cccc(C)c1,i,i,7,i,i,i,i,3.1,i,i,i
Cc1ccc(S(=O)(=O)N2CCN(c3c([N+](=O)[O-])cc(C(F)(F)F)cc3[N+](=O)[O-])CC2)cc1,i,i,14,i,i,i,i,-0.3,i,i,i

# Bioassay records: PubChem, several laboratories
